D1 PAM = Potentiators of Human D1 Dopamine Receptor: qHTS; D(1A) dopamine receptor (Homo sapiens), P21728; HEK293 TREx D1 cells, calcium flux, dopamine EC20 potentiation; potentiation, % at 10 µM; 360,000 tested, 0.036% active; AID 504651, 2011; in the data active = potentiation above about 30%; note: 0% is about no effect
Target sequence (P21728 whole entry, looked up): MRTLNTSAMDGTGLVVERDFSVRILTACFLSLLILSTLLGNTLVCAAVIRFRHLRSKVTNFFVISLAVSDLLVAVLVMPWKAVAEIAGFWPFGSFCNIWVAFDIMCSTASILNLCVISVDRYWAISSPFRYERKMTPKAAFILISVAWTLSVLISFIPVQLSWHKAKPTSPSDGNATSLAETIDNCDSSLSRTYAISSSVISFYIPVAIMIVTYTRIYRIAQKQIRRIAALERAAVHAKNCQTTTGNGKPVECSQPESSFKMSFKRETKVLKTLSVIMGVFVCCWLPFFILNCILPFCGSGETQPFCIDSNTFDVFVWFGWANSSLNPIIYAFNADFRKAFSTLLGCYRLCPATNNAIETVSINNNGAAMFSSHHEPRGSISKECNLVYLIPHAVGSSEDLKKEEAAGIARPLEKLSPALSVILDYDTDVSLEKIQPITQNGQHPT
RXFP1 antagonist = qHTS Assay for Antagonists of the Relaxin Receptor RXFP1 | Relaxin receptor 1 (Homo sapiens), Q9HBX9 | HEK293-RXFP1, relaxin-stimulated cAMP HTRF, 30 min; stronger effect = lower value | activity change, negative = inhibition, % at 57.5 µM | 350,000 tested, 0.59% active | AID 1259400, 2018;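 active = activity change of -60% or lower, but not beyond a set lower limit; inconclusive = change between -60% and -40%, or beyond the set limit; inactive = change above -40%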; note: % is set by controls: 0 for no effect and ±100 for the full control effect
TRHR ag = qHTS for Small Molecule Agonists and Allosteric Enhancers of Human TRH Receptor: Primary Screen for Agonists. Thyrotropin-releasing hormone receptor (Homo sapiens), P34981. 360,000 tested, 0.18% active. TRHR cells, calcium flux fluo-8, FDSS agonist mode. activation, % at 2 µM; in the data active = activation above about 30%; note: 0% is about no effect
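Steps: seed TRHR cells overnight; add fluo-8 no-wash Ca dye, RT 30 min–1.5 h; record 10 s baseline; pin-transfer compounds; monitor fluorescence 1 cycle/s for the agonist window. Calcium increases flag candidate agonists.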
D2 potentiator = HTS Assay for Positive Allosteric Modulators of the Human D2 Dopamine Receptor: Primary Screen for Potentiators. D(2) dopamine receptor (Homo sapiens), P14416. HEK293 T-REx D2, calcium flux, EC20 dopamine potentiation. potentiation, % at 10 µM. 340,000 tested, 0.34% active;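 active = potentiation over 3 SD above the plate norm, cut at about 30% in these data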; note: 0% is about no effect
Target sequence (P14416 whole entry, looked up): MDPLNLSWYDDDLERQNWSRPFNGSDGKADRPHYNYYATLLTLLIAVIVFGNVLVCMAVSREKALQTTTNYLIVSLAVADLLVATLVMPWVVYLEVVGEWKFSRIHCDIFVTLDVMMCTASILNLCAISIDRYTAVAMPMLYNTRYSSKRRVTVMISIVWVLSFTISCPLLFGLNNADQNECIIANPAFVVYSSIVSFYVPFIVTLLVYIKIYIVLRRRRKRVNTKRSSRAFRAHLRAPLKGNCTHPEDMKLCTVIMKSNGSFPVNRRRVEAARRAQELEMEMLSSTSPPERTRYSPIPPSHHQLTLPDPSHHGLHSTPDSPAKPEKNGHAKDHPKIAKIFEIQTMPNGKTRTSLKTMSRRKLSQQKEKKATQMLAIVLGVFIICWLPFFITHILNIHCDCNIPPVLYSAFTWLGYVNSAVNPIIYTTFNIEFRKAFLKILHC
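Tetracycline-induced HEK293 T-REx cells force-coupled to calcium signalling expressed D2; compounds were pin-added after a 10 s baseline, read kinetically 180 s, then an EC20 dopamine challenge followed with a further 180 s calcium read.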
D1 antagonist = Antagonist of Human D 1 Dopamine Receptor: qHTS; D(1A) dopamine receptor (Homo sapiens), P21728; HEK293 TREx D1 cells, calcium flux, dopamine EC80; stronger effect = lower value; 360,000 tested, 3.2% active; activity change, negative = inhibition, % at 10 µM; in the data active = activity change below about -30%; note: % is set by controls: 0 for no effect and ±100 for the full control effect
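Cells carrying a force-coupled, tetracycline-inducible human D1 receptor report calcium flux. Each well gets a 10 s baseline, compound with 180 s monitoring, then an EC80 dopamine stimulus with a second 180 s kinetic read.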
RXFP1 ag = qHTS Assay for Agonists of the Relaxin Receptor RXFP1; Relaxin receptor 1 (Homo sapiens), Q9HBX9; HEK293T-RXFP1 cAMP TR-FRET, 30 min; response scale: percent of porcine relaxin response, buffer zero; Potency, µM (highest dose often 57.5 µM), without a hit: top-dose activation, actives largely listed as activators; 370,000 tested, 0.3% active; AID 2676, 2010; note: potency is the fitted concentration of half-maximal effect; % is set by controls: 0 for no effect and ±100 for the full control effect; nearly all actives have a fitted effect of over 60% in size; many of its hits are not listed in these tables
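Agonist response is measured as cAMP accumulation in an RXFP1-transfected HEK293T line under PDE4 inhibition. Values are scaled between buffer-only and 29 nM porcine relaxin, and EC50s come from standard Hill equation fits.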
D1 agonist = Allosteric Agonists of the Human D1 Dopamine Receptor: qHTS; D(1A) dopamine receptor (Homo sapiens), P21728; HEK293 T-REx D1 cells, calcium flux, agonist mode; activation, % at 2 µM; 360,000 tested, 1% active; in the data active = activation above about 30%; note: 0% is about no effect
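Agonism was scored from calcium flux recorded over 180 s (1 read/s) after pintool compound addition, following a 10-cycle baseline. Cells were inducible force-coupled HEK293 TREx D1, plated overnight at 30 C and loaded with no-wash calcium dye.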
TRHR enhancer = qHTS for Small Molecule Agonists and Allosteric Enhancers of Human TRH Receptor: Primary Screen for Enhancers; Thyrotropin-releasing hormone receptor (Homo sapiens), P34981; TRHR cells, fluo-8 calcium fluorescence, EC20 TRH enhancement; enhancement, % at 2 µM; 360,000 tested, 0.66% active; AID 493056, 2011; in the data active = enhancement above about 30%; note: 0% is about no effect
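TRHR-expressing cells loaded with fluo-8 calcium dye were read kinetically (ex 480/em 530) during compound addition, then stimulated with an EC20 of TRH (10 nM final). Enhancement of the Gq-mediated intracellular calcium response was scored.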
Anesthetic bind = qHTS Assay for Identification of Novel General Anesthetics. Ferritin light chain (Equus caballus), P02791. apoferritin/1-aminoanthracene competitive binding, fluorescence. Potency, µM (doses to about 77.5 µM), without a hit: top-dose activity change, negative = displacement, actives largely listed as inhibitors. 350,000 tested, 0.074% active. AID 485281, 2010; note: potency is the fitted concentration of half-maximal effect; % is set by controls: 0 for no effect and ±100 for the full control effect; nearly all actives have a fitted effect of over 20% in size
Target sequence (P02791 2-175 limits assumed): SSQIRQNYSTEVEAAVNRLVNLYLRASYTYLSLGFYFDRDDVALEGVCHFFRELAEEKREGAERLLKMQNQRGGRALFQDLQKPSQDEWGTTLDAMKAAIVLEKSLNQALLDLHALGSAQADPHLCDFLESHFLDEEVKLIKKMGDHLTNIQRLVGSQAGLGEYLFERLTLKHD
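Concentration-response curves derived by four-parameter Hill fitting of normalized fluorescence, where compounds displaced 1-AMA from 10 uM horse apoferritin following a brief 10 min room-temperature incubation; propofol titration acted as positive control.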
Starred values were filed as active, the others as inactive; u = inconclusive; x = no result given; [ ] = remark or other dose. Unless noted, calls come from the whole dose curve; as a rule, active = well fitted curve in the direction sought with a large enough effect; inconclusive = small, poorly fitted or top-dose-only effect, or another doubt; inactive = no such curve, though single readings can be large; an effect the other way counts as inactive or inconclusive.

Preview, two compounds:
SMILES | D1 PAM | RXFP1 antagonist | TRHR ag | D2 potentiator | D1 antagonist | RXFP1 ag | D1 agonist | TRHR enhancer | Anesthetic bind
CC1CCN(C(=O)c2cnn(-c3cccc(Cl)c3)c2C2CCN(C(=O)OC(C)(C)C)CC2)CC1 | 2 | -17 | 0.4 | 4 | -6 | -0.1% | 1 | 12 | -7%
O=C(NCc1ccccc1)C1c2ccccc2Oc2ccccc21 | -2 | 2 | 0.1 | -5 | 10 | -1.5% | 3 | 2 | -4%

All compounds of this part (from the top)
SMILES | D1 PAM | RXFP1 antagonist | TRHR ag | D2 potentiator | D1 antagonist | RXFP1 ag | D1 agonist | TRHR enhancer | Anesthetic bind
CC1CCN(C(=O)c2cnn(-c3cccc(Cl)c3)c2C2CCN(C(=O)OC(C)(C)C)CC2)CC1 | 2 | -17 | 0.4 | 4 | -6 | -0.1% | 1 | 12 | -7%
O=C(NCc1ccccc1)C1c2ccccc2Oc2ccccc21 | -2 | 2 | 0.1 | -5 | 10 | -1.5% | 3 | 2 | -4%
CCOc1ccc(NC(=O)C2CCN(S(=O)(=O)c3cccs3)CC2)cc1 | -7 | 1 | -2.2 | 32* | -9 | 2.6% | 13 | 0 | -5%
COc1ccc(Cl)cc1NC(=O)/C=C\C(=O)O | -1 | 10 | -0.4 | 3 | -5 | -0.7% | 4 | -7 | -14%
O=C(Cn1cc(C(F)(F)F)ccc1=O)N/N=C/c1ccc(Cl)c(Cl)c1 | 0 | -11 | 0.5 | 5 | 4 | -2.3% | 4 | 1 | u
O=C(Nc1c2c(nn1-c1ccc(Cl)cc1)CS(=O)(=O)C2)C1CC1 | 0 | -7 | 0.4 | -3 | -4 | 1.7% | 4 | 23 | -12%
Nc1c(Cl)cc(Cl)cc1C(=O)OCC(=O)N1CCCC1 | -1 | -4 | -0.2 | 2 | 18 | 4.6% | 0 | 1 | 144%[activator]
Cc1n[nH]c(=S)n1/N=C/c1ccccc1OCc1ccc(Cl)cc1Cl | 0 | -15 | -1.4 | 1 | 0 | 11% | 0 | 2 | -13%
O=C(NC(=S)NN1CCCCC1c1cccnc1)c1ccc(Br)cc1 (configuration not stated) | -2 | -8 | -0.6 | 6 | -8 | -0.3% | 0 | -4 | -8%
O=C(Cc1ccc([N+](=O)[O-])cc1)Nc1ccc(Cl)cc1 | -6 | -20 | -0.3 | -16 | -22 | -2.2% | 16 | -1 | -8%
COc1ccc(CCNc2ncnc3c2oc2ccccc23)cc1OC | -15 | -36 | -0.7 | 11 | -69* | -0.1% | 13 | -23 | -13%
O=S(=O)(Nc1ccc2c(c1)OCO2)c1ccc(Cl)cc1F | -9 | 2 | -0.7 | -3 | 4 | 0.9% | 0 | -1 | x
CCCc1cc(SCC(=O)Nc2c(C)n(C)n(-c3ccccc3)c2=O)n2c(nc3ccccc32)c1C#N | 5 | -2 | -2.2 | -1 | -7 | -0.6% | 0 | 14 | 299%[activator]
Cc1cccc(CS(=O)(=O)c2cn(CC(=O)N3CCOCC3)c3ccccc23)c1 | -9 | -15 | 0.0 | 5 | 5 | 2.6% | 5 | -2 | -7%
CCN(CC(=O)NC(=O)NCc1ccco1)Cc1nc2ccccc2c(=O)[nH]1 | 3 | -1 | 0.8 | -2 | 7 | -1.6% | 1 | 2 | -14%
Cc1ccc2ncccc2c1[N+](=O)[O-] | -6 | 2 | 0.6 | -6 | 16 | 3.3% | -1 | -1 | -11%
O=C(Nc1c(C(=O)N2CCN(c3ccc(F)cc3)CC2)oc2ccccc12)c1c(F)cccc1F | -5 | x | -2.2 | 4 | -59* | -0.3% | 2 | 23 | -9%
Cc1ccccc1C(=O)NC(CC(C)C)C(=O)Nc1cccc(S(=O)(=O)N(C)C)c1 (configuration not stated) | 6 | -2 | -0.3 | -23 | -4 | 2.6% | 6 | -5 | -4%
O=C(CSc1nc2ccccc2n1CC(=O)N1CCCC1)NCc1ccc2c(c1)OCO2 | 1 | -6 | -0.3 | -3 | 22 | 0.2% | 0 | -15 | -17%
COC(=O)c1c(NC(=O)C2c3ccccc3Oc3ccccc32)sc2c1CCC(C(C)(C)C)C2 (configuration not stated) | -1 | -9 | 1.6 | 8 | 5 | 2.5% | 2 | 26 | -16%
CCc1cccc(NC(=O)CN(C)S(=O)(=O)c2cccs2)c1 | -2 | 21 | -0.7 | -6 | -2 | -2.4% | 2 | -3 | -20%
CCOC(=O)N1CCC(NC(=O)c2cc(-c3ccc(OC)cc3)nc3ccccc23)CC1 | -8 | -6 | -0.2 | x | -6 | 4.2% | 1 | 0 | 0%
COc1ccc2c(=O)c(-c3nc(C)cs3)coc2c1 | -4 | 3 | 0.1 | 6 | 0 | -0.8% | -3 | 0 | -2%
Cn1c(=O)c2c(nc(SCC(=O)NCC3CCCO3)n2C)n(C)c1=O (configuration not stated) | -3 | 10 | 0.5 | 13 | -7 | 18% | 1 | 7 | -7%
O=C(O)CC(CCc1ccccc1)OC1OC(CO)C(O)C(O)C1O (configuration not stated) | -9 | x | 0.0 | 10 | 3 | -1.9% | 0 | -2 | -11%

D1 antagonist, entries above that show a hit.
| Molecule | D1 PAM | RXFP1 antagonist | D2 potentiator | D1 antagonist | RXFP1 ag | D1 agonist | TRHR enhancer |
| --- | --- | --- | --- | --- | --- | --- | --- |
| COc1ccc(CCNc2ncnc3c2oc2ccccc23)cc1OC | -15 | -36 | 11 | -69* | -0.1% | 13 | -23 |
| O=C(Nc1c(C(=O)N2CCN(c3ccc(F)cc3)CC2)oc2ccccc12)c1c(F)cccc1F | -5 | x | 4 | -59* | -0.3% | 2 | 23 |

2 entries from above, with tabs.
SMILES	D1 PAM	RXFP1 antagonist	TRHR ag	D2 potentiator	D1 antagonist	RXFP1 ag	D1 agonist	TRHR enhancer	Anesthetic bind
O=C(NC(=S)NN1CCCCC1c1cccnc1)c1ccc(Br)cc1 (configuration not stated)	-2	-8	-0.6	6	-8	-0.3%	0	-4	-8%
O=C(CSc1nc2ccccc2n1CC(=O)N1CCCC1)NCc1ccc2c(c1)OCO2	1	-6	-0.3	-3	22	0.2%	0	-15	-17%

The listing continues.
SMILES | D1 PAM | RXFP1 antagonist | TRHR ag | D2 potentiator | D1 antagonist | RXFP1 ag | D1 agonist | TRHR enhancer | Anesthetic bind
COc1ccccc1CCNC(=O)CN1C(=O)c2ccccc2S1(=O)=O | -2 | -18 | 0.0 | -10 | 13 | 2.2% | 1 | 0 | x
CC(C)(C)c1ccc(C(=O)N2CCC(C(=O)NCc3ccco3)CC2)cc1 | -2 | -4 | -0.2 | -7 | 1 | 2.2% | 0 | 2 | -9%
Cc1nc2ccccc2c(=O)n1CCCN1CCOCC1 | -4 | -3 | -0.2 | 1 | -10 | 0.0% | 3 | 2 | -1%
CCOC(=O)c1cnc2c(C)c(-c3ccccc3)[nH]n2c1=O | 2 | -20 | -0.4 | 11 | 2 | 2.4% | 3 | 3 | -3%
O=C(CSc1ccc(-c2cccnc2)nn1)N1CCCCC1 | -2 | 6 | 0.5 | -8 | 1 | 1.6% | 2 | 0 | -8%
CCCN1CCN(CC(=O)NCC(=O)Nc2cccc(C)c2C)CC1 | 0 | -1 | 0.2 | 13 | 1 | 0.6% | 3 | 9 | x
CCC1(CC)NC(=O)N(CC(=O)OCc2nc3cc(C(=O)OC)ccc3c(=O)[nH]2)C1=O | -2 | 2 | 0.0 | -8 | 3 | 1.6% | 1 | -3 | x
Cc1ccc(-n2c(SCC(=O)N(C)C)nnc2-c2ccco2)cc1 | 6 | 10 | -0.5 | 7 | -7 | 3.6% | 1 | 1 | -4%
O=[N+]([O-])c1cccc(CP(=O)(c2ccccc2)c2ccccc2)c1 | -4 | 1 | -4.1 | -9 | -2 | -1.0% | 0 | 1 | x
Cc1csc(SCC(=O)Nc2ccccn2)n1 | -2 | -4 | 0.2 | 3 | -7 | -1.0% | 1 | -1 | 4%
COc1cc(CNc2ccc3[nH]c(=O)[nH]c3c2)cc(Cl)c1OCc1ccccc1F | -1 | -9 | 0.1 | 5 | -14 | -1.9% | -1 | 0 | -15%
CC(=O)Nc1cccc(Oc2ccc3c(c2)C(=O)NC3=O)c1 | -13 | -9 | 0.0 | 3 | 8 | 0.8% | 0 | 10 | -11%
COc1ccc(/C=N/OCC(=O)N(Cc2ccccc2)c2ccccc2C(=O)O)cc1 | -9 | -5 | 0.4 | 3 | -9 | -1.0% | 2 | -1 | -10%
COC(=O)c1cccc([N+](=O)[O-])c1CS(=O)(=O)c1ccc(C)cc1 | 3 | 15 | -0.8 | -1 | -8 | 0.9% | -1 | -3 | -15%
COc1ccccc1Oc1coc2cc(OCC(N)=O)ccc2c1=O | 12 | 7 | -1.1 | -4 | -17 | -1.7% | 1 | 0 | 3%
CNC(=O)CN(C1CCCCC1)S(=O)(=O)c1ccc(OC)c(Cl)c1 | -6 | 2 | 0.1 | 3 | -13 | 0.3% | 0 | -2 | -1%
O=C(c1ccc2c(c1)OCCO2)N1CCN(c2ncc(C(F)(F)F)cc2Cl)CC1 | -3 | -27 | -0.5 | -2 | 7 | 0.7% | 21 | 10 | x
COc1ccc(-c2csc(N(CCCN(C)C)C(=O)c3cc(OC)c(OC)c(OC)c3)n2)cc1 | -10 | -2 | 0.5 | -6 | -22 | -0.6% | 10 | 0 | -10%
Cc1ccc(CNC(=O)C2CC=CCC2C(=O)O)cc1 (configuration not stated) | 6 | 4 | -1.6 | 4 | 6 | 0.0% | 8 | 25 | 1%
Cc1ccnc(NC(=O)CN2C(=O)c3ccccc3C2=O)c1 | -6 | 11 | 0.2 | x | 3 | -0.1% | 0 | 3 | -9%

Some values from above:
RXFP1 ag with Cc1cccc(CS(=O)(=O)c2cn(CC(=O)N3CCOCC3)c3ccccc23)c1 : 2.6%
D1 agonist with Cc1ccc(-n2c(SCC(=O)N(C)C)nnc2-c2ccco2)cc1 : 1
D2 potentiator with CCOc1ccc(NC(=O)C2CCN(S(=O)(=O)c3cccs3)CC2)cc1 : 32*
D1 agonist with COc1ccc(-c2csc(N(CCCN(C)C)C(=O)c3cc(OC)c(OC)c(OC)c3)n2)cc1 : 10

These rows are one share of the data (hit frequency here may not be typical).
